Screening results from PubChem BioAssay.
UCHL1 block: inhibitors of human UCHL1 deubiquitinase | P09936 | purified UCHL1, Ub-rhodamine cleavage fluorescence | inhibition, % at 20 µM | actives 0.2% (n = 47,000) | AID 1645859
OTUD3 inh: blocks human OTUD3 ubiquitin-rhodamine cleavage; Q5T2D3; purified OTUD3, Ub-rhodamine fluorescence, 2 h; inhibition, % at 25 µM; actives 0.7% (n = 47,000); AID 1645858
USP30 inh: blocks human USP30 ubiquitin-rhodamine cleavage; Q70CQ3; purified USP30, Ub-rhodamine cleavage fluorescence; inhibition, % at 25 µM; actives 5.3% (n = 47,000); AID 1645860
USP10 block: human USP10 deubiquitinase inhibition; inhibition, % at 20 µM; actives 1.1% (n = 47,000); Q14694; purified USP10, Ub-rhodamine fluorescence, 60 min
USP17 block: blocks human USP17 ubiquitin-rhodamine cleavage. inhibition, % at 50 µM. A8MUK1. purified USP17, Ub-rhodamine cleavage fluorescence, 3 h. actives 6.5% (n = 47,000). AID 1645855
USP28 block: blocks human USP28 ubiquitin-rhodamine cleavage. Q96RU2. purified USP28, Ub-rhodamine cleavage fluorescence, 30 min. inhibition, % at 25 µM. actives 3% (n = 47,000). AID 1645857
USP8 block: human USP8 deubiquitinase inhibition; P40818; purified USP8, Ub-rhodamine cleavage fluorescence, 30 min; inhibition, % at 20 µM; actives 4.2% (n = 47,000)
USP7 block: inhibitors of human USP7 deubiquitinase; Q93009; purified USP7, Ub-rhodamine cleavage fluorescence; inhibition, % at 20 µM; actives 0.3% (n = 47,000); AID 1645854
Target sequence (Q93009 whole entry, looked up): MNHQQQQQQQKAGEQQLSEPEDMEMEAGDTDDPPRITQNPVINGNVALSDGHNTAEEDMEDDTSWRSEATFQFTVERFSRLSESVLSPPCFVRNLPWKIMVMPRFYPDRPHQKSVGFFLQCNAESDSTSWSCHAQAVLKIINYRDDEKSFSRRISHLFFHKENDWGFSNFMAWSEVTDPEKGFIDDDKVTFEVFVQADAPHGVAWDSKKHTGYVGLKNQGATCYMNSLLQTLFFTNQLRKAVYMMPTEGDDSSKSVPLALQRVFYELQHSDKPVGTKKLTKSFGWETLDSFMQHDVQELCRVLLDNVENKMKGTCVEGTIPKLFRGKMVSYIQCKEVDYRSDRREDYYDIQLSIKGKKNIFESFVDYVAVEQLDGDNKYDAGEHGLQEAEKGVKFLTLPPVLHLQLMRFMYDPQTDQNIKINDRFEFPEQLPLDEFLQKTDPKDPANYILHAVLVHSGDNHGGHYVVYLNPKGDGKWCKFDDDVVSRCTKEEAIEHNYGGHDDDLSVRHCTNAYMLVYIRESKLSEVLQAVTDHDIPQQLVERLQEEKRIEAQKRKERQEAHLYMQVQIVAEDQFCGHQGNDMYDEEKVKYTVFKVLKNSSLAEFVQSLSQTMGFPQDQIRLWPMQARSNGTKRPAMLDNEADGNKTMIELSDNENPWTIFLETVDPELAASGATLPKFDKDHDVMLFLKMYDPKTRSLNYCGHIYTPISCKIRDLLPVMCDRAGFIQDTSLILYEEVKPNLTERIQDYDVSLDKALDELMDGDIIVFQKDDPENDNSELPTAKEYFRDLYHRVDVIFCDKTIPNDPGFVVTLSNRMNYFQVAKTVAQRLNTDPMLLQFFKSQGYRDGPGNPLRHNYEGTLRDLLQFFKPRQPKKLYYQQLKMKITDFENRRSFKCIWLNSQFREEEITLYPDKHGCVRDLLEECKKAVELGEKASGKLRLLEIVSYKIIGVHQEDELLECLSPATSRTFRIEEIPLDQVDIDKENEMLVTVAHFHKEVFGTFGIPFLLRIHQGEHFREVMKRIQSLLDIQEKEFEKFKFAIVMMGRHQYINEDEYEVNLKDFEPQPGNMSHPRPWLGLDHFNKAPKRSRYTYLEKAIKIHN
The depositor's hits bear a star; i = inactive; nt = not tested or not shown. Rule as the data show it: active = inhibition above about 30%; inactive = the rest.

UCHL1 block,USP7 block,USP30 inh,USP10 block,USP17 block,USP8 block,OTUD3 inh,USP28 block,SMILES
1,6,18,15,12,3,8,8,Cc1ccc(CNC(=O)c2ccc(N3CCCC3)c(NC(=O)Nc3ccc(F)cc3)c2)cc1
0,-1,-1,-2,-2,0,-4,0,Cn1c(C2CCN(C(=O)Cc3ccccc3F)C2)nc2ccncc21 (stereo unspecified)
2,1,74*,12,29,-18,1,69*,Cc1cc(C)n(-c2ccc(C(=O)Nc3cccc(S(=O)(=O)N4CCCC4)c3)cc2)n1
-16,-14,-86,-5,-36,-46,-27,-43,COc1ccc(NC(=O)COC(=O)Cc2c[nH]c3ccccc23)cc1OC
-64,-69,i,-7,-127,-191,-97,-274,Cc1ccc(-n2cc(-c3ccccc3)c3c(NCCc4ccc(S(N)(=O)=O)cc4)ncnc32)cc1Cl
5,-3,0,0,-50,0,0,6,CC(C)CN1CCC[C@H]1c1nc(-c2ccc(N3CCOCC3)nc2)no1
1,1,-10,-1,2,-20,-5,-1,O=C(NC(CCc1ccccc1)c1ccc2c(c1)OCCO2)c1ccco1 (stereo unspecified)
5,5,16,0,6,0,5,9,CNc1cc(C)nc(C2CN(C(=O)c3ccnn3C(C)C)CCO2)c1 (stereo unspecified)
5,-15,41*,9,7,1,0,-4,COc1cccc(CNC(=O)c2ccccc2NC(=O)c2ccc(F)cc2)c1
2,3,-7,1,11,-17,7,-3,O=C(c1nc(-c2cnccn2)no1)N1CCN(C2CCCCC2)CC1
-2,-24,-30,-6,-11,-20,-8,-14,O=C(/C=C/c1ccccc1Cl)NCc1nnc2c(C(F)(F)F)cc(Cl)cn12
-1,5,-6,2,0,-1,-3,-1,C[C@@H]1CCC2[C@](C)(CO)[C@@H](O)CC[C@]2(C)[C@@]12CCC1(CCOC1)O2 (stereo partly specified)
-2,0,-8,-4,10,-10,4,-6,COc1ccccc1CNC(=O)CCCc1nnc2c(=O)n(-c3cccc(F)c3)ccn12
-3,0,-14,4,-8,0,-11,-25,CCC(=O)Nc1cc(-c2ccccc2)nn(CC(=O)N2CCc3ccccc32)c1=O
6,-34,-75,3,-38,6,11,-8,NS(=O)(=O)c1ccc(CCNCc2ccc(-c3cccc(C(=O)O)c3)o2)cc1
27,-4,-20,-7,1,25,-8,-17,Cc1ccc(C(=O)N[C@@H](Cc2ccccc2)C(=O)N2CCC3(CC2)NCCc2[nH]cnc23)cc1C
-3,0,-11,-1,-9,-9,-4,-15,CCc1nccn1-c1cccc(C2CCCN(C(=O)c3cnccn3)C2)n1 (stereo unspecified)
0,-35,-58,-7,-1,19,4,-18,O=C(Cn1c(=O)c2c(ncn2C2CCCC2)n(Cc2ccccc2)c1=O)NCCc1ccc(F)cc1
6,7,10,11,-41,-178,0,11,O=C1Nc2ccccc2Oc2cc(Oc3ccccc3)c(S(=O)(=O)N3CCCC3)cc21
6,8,33*,14,nt,16,26,36*,Cc1ccc(CNC(=O)c2nn(C)c3c2CCc2sccc2-3)cc1
-1,-12,-71,-2,-25,-4,-4,-3,O=C(COc1ccc2c(c1)OCO2)Nc1cccc(S(=O)(=O)N2CCOCC2)c1
-2,-1,-6,-1,-4,-12,-3,-9,Cc1nn(CC(=O)N2CCc3ccccc32)c(C)c1S(=O)(=O)N(C)C
5,-43,32*,4,18,0,-2,23,O=C1c2cccc(OCc3ccc(Cl)cc3)c2CCN1Cc1cccnc1
0,4,-5,-1,1,0,0,0,CC(=O)N1C2CCC(O)(CC2)[C@@H]1[C@@H](O)c1ccccc1
6,1,7,-1,-3,-53,-1,9,COc1ccc(N2CC(C)Cn3c2nc2c3c(=O)n(Cc3cccc4ccccc34)c(=O)n2C)cc1 (stereo unspecified)
3,4,18,0,13,18,-6,6,O=C(N[C@@H]1C[C@@H](Oc2ccccc2)[C@H](O)[C@H]1N1CCOCC1)C1CCOCC1
-1,-26,-12,2,1,10,-6,0,Cc1nc(N2CCOCC2)c2c(C(=O)Nc3ccc(F)cc3)c(C)oc2n1
-44,-41,-429,-10,-137,-88,-102,-132,CCCN1CCN(C(=O)C2CCCN(c3cnc4nccnc4c3)C2)CC1 (stereo unspecified)
1,4,17,1,-3,-6,0,2,O=C(CN1CCCCC1)N[C@@H]1CC[C@@H](Oc2ccccc2)[C@H](O)[C@H]1O
2,5,19,4,18,18,9,5,CC1(C)c2ccccc2-n2c1c(Cl)c(O)c(-c1ccccc1)c2=O
3,-28,-20,-5,0,24,-5,-11,CC1CCN(C(=O)CCc2nnc3ccc(N4CCCCC4)nn23)CC1
0,-9,-4,0,5,11,0,-3,Cc1cc(NS(=O)(=O)c2ccc(NC(=O)c3ccc(S(=O)(=O)N(C)C)cc3)cc2)nc(C)n1
1,0,-8,1,-8,-18,-5,-1,COc1ccc(CNC(=O)Cn2cnc(S(=O)(=O)N3CCCC3)c2)cc1
-4,-15,-40,0,6,12,-9,-14,Cc1nc2cc(-c3sccc3-n3c(C)ccc3C)nn2c(C)c1Cl
-1,nt,0,0,-5,0,-3,-1,CC(C)CC(=O)Nc1ccc2c(c1)nc(CCN1CCOCC1)n2C
-3,3,14,-1,1,13,10,0,CC1(C(=O)O)Oc2ccccc2NC1=O (stereo unspecified)
1,-13,-12,-4,-15,1,-5,4,CCN1CCN(C(=O)c2cc3c(=O)n4cccc(C)c4nc3n2Cc2ccccc2)CC1
-4,0,-57,-9,nt,-8,-9,-11,Cc1ccc(NC(=O)Cc2nc(-c3cccnc3)n[nH]2)c(C)c1
2,0,19,0,0,2,8,12,CCC1Oc2ccc(C(=O)c3ccco3)cc2NC1=O (stereo unspecified)
-6,-7,-126,-12,-38,-10,-28,-32,O[C@@H]1C[C@H]2CN(Cc3cccc(F)c3)[C@@H](Cc3ccccc3)CN2C1
0,-12,-7,-2,8,13,2,15,Cc1ccccc1C(=O)c1cccn1CC(=O)NC1CCN(Cc2ccccc2)CC1
-3,-28,-55,-10,-24,-87,-25,-25,NC(=O)c1cccc(CN2CCC3(CC2)CC3c2nc(-c3cccc(Cl)c3)no2)c1 (stereo unspecified)
2,-1,-10,3,-16,-5,-11,0,Cc1ccc(NC(=O)O[C@@H]2CO[C@H]3[C@@H]2OC[C@@H]3Nc2nccc(C(C)(C)C)n2)cc1
-4,0,-12,-5,0,9,-5,-7,Cc1c(C(=O)N2CCOCC2)nnn1-c1cccc2c1CCN(Cc1ccncc1)C2
-1,2,-21,0,0,0,-6,-6,COc1ccc(-n2ccn3c(CCC(=O)Nc4ccc(F)cc4)nnc3c2=O)cc1
-2,-10,5,2,-9,-77,1,-3,O=C(CCNC(=O)N1CCn2c1nc1ccccc12)NCCc1ccccc1
3,0,2,-2,-13,-19,0,0,COc1ccccc1N1CCN(C(=O)c2snc(-c3ccncc3)c2N)CC1
-15,-15,-109,-9,-56,-53,-37,-38,COCc1nn(CC2CC2)c2c1CN(C(=O)c1ccc[nH]1)CC2
2,nt,8,6,60*,2,-6,10,Cc1ccc(NC(=O)c2ccn(COc3ccc(F)cc3)n2)nc1
-3,-1,-46,-7,-13,10,-1,-6,Cc1ccc(OCC(=O)NCC(c2ccco2)N2CCCCC2)cc1C (stereo unspecified)
0,1,14,0,3,4,4,-2,Cc1ccc2c(c1)C(=O)N1CCCC1C(=O)N2CC(=O)N1CCC(C)CC1 (stereo unspecified)
-3,-5,-7,0,-3,9,-1,-4,Cc1ccc2c(=O)cc(C(=O)NCC(c3ccco3)N3CCCC3)oc2c1 (stereo unspecified)
-4,0,-54,-8,-16,-3,-14,-11,Fc1ccc(Nc2nc(NCCCn3ccnc3)nc3[nH]ncc23)cc1
-59,-88,-8,-8,17,-44,-9,5,COc1cccc(CNCc2c(C(=O)O)n(Cc3ccccc3F)c3ccccc23)c1OC
1,-2,-7,-2,-9,-14,0,3,COc1ccccc1-c1nc(SCc2ccccn2)n[nH]1
0,1,0,5,-2,-15,0,-5,CC1CC(=O)Nc2ccccc2N1C(=O)c1ccccc1 (stereo unspecified)
2,3,24,-1,12,12,9,6,COCCN1C[C@@]23CN(C(=O)NCc4ccccc4)C[C@@H](C[C@@H]2S1(=O)=O)O3
3,2,6,0,3,15,14,3,CC(=O)N1CC2(CCN(C(=O)c3sc(C)nc3C)CC2)Nc2ccccc21
-3,-55,-1,2,-11,0,-8,-16,O=c1[nH]c2c(-c3ccncc3)nsc2c(=O)n1Cc1ccccc1
-3,0,-11,-2,4,0,-9,-10,CC1(C)OC(=O)[C@@]2(C)N[C@]1(C)C[C@@H]2C(=O)Nc1ccc(O)cc1

The last 2 entries of the section before lead into the next.
UCHL1 block,USP7 block,USP30 inh,USP10 block,USP17 block,USP8 block,OTUD3 inh,USP28 block,SMILES
-3,-55,-1,2,-11,0,-8,-16,O=c1[nH]c2c(-c3ccncc3)nsc2c(=O)n1Cc1ccccc1
-3,0,-11,-2,4,0,-9,-10,CC1(C)OC(=O)[C@@]2(C)N[C@]1(C)C[C@@H]2C(=O)Nc1ccc(O)cc1
3,6,20,4,14,7,18,12,Cc1nc(Nc2ncccc2C)cc(C2CCCN2C(=O)c2ccn[nH]2)n1 (stereo unspecified)
3,6,-93,0,13,17,9,14,CC(=O)Nc1ccc(C(=O)NCc2ccccc2F)c(N2CCOCC2)c1
1,4,15,0,8,17,10,9,Cc1ncc(CN2CCOC(c3ccc(Nc4ncccn4)cn3)C2)s1 (stereo unspecified)
0,-20,1,0,-2,3,1,0,O=C(Cn1cc(S(=O)(=O)Cc2cccc(F)c2)c2ccccc21)N1CCCCC1
0,5,18,1,15,21,11,7,COc1ccc(CN2CCN(S(=O)(=O)c3cccnc3)CC2)cn1
1,0,5,1,4,6,7,5,Cc1cc(C)c2oc(C(=O)NCC(c3ccco3)N3CCOCC3)cc(=O)c2c1 (stereo unspecified)
2,-2,-1,0,12,-1,7,6,O=C(NCCCc1ccccc1)c1cnc2sc3c(n2c1=O)CCC3
-4,-4,-34,-6,-20,-14,-21,-21,CC(C)NC(=O)c1cc2c(=O)n3ccccc3nc2n1Cc1ccccc1
-139,-106,i,-5,-132,-102,-146,-232,CCOC(=O)N1CCN(S(=O)(=O)c2ccc(C(=O)Nc3ccc4c5c(cccc35)C(=O)N4CC)cc2)CC1

Not a retest: entries from further up.
UCHL1 block,USP7 block,USP30 inh,USP10 block,USP17 block,USP8 block,OTUD3 inh,USP28 block,SMILES
1,4,15,0,8,17,10,9,Cc1ncc(CN2CCOC(c3ccc(Nc4ncccn4)cn3)C2)s1 (stereo unspecified)
0,-20,1,0,-2,3,1,0,O=C(Cn1cc(S(=O)(=O)Cc2cccc(F)c2)c2ccccc21)N1CCCCC1
0,5,18,1,15,21,11,7,COc1ccc(CN2CCN(S(=O)(=O)c3cccnc3)CC2)cn1
1,0,5,1,4,6,7,5,Cc1cc(C)c2oc(C(=O)NCC(c3ccco3)N3CCOCC3)cc(=O)c2c1 (stereo unspecified)
2,-2,-1,0,12,-1,7,6,O=C(NCCCc1ccccc1)c1cnc2sc3c(n2c1=O)CCC3
-4,-4,-34,-6,-20,-14,-21,-21,CC(C)NC(=O)c1cc2c(=O)n3ccccc3nc2n1Cc1ccccc1
-139,-106,i,-5,-132,-102,-146,-232,CCOC(=O)N1CCN(S(=O)(=O)c2ccc(C(=O)Nc3ccc4c5c(cccc35)C(=O)N4CC)cc2)CC1

No enrichment for hits; about 13% have a hit in one of these screens.
